# Source: PubChem BioAssay
# Tn6 DDE FP = inhibitors of Tn6 peptide binding to human fibrin DD(E); P02675; Fibrin DD(E) TRITC-Tn6 fluorescence polarization displacement; inhibition, % at 8.3 µM; 370,000 tested, 0.21% active;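 active = inhibition above a per-campaign cutoff: mean of compounds within control limits plus 3 SD, cut at about 15% in these data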;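 note: 0% = median of all compound wells on the plate and 100% = blocking peptide control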
# ADAM17 inh = ADAM17 inhibition, QFRET primary screen; AID 720648; P78536; 370,000 tested, 0.83% active; recombinant ADAM17, EDANS/DABCYL FRET peptide cleavage; inhibition, % at 6.95 µM;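 active = inhibition above the mean of compounds lying between control limits plus 3 SD, set per campaign, cut at about 8.5% in these data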;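 note: 0% = DMSO-only wells as the low control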
# Tn7 DDE FP = inhibitors of Tn7 peptide binding to human fibrin DD(E). P02675. FP displacement of FITC-Tn7 peptide from fibrin DD(E); 0% = median of compound wells per plate. AID 720508. inhibition, % at 8.3 µM. 370,000 tested, 0.13% active;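 active = inhibition above the mean of compounds falling within the control limits plus 3 SD of them, cut at about 14% in these data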;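 note: 0% = plate median of compound wells and 100% = 10 µM Aha-Tn7 peptide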
#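 Assay system: Human fibrin DD(E) protein | Medium: Tris buffer with calcium and detergent, pH 7.8 | Reagent: 0.1 µM fluorescent Tn7 | Compound dosing: Single point at 8.3 µM | Times: 10 min preincubation, 3 h with tracer, room temperature | Detection: Fluorescence polarization of the labelled Tn7 tracer | Controls: Aha-Tn7 high control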
# PLCg1 inh = inhibitors of human phospholipase C gamma1; purified PLC-gamma1, fluorogenic substrate, fluorescence; 370,000 tested, 0.84% active; AID 720700; inhibition, % at 12.2 µM; P19174; in the data active = inhibition above about 9.5%
# ARFGAP1 inhibitor = inhibitors of rat ARFGAP1; Arfgap1-stimulated ARF1 GTP hydrolysis, GDP FP detection; inhibition, % at 16.5 µM; 360,000 tested, 0.26% active; AID 651572;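 active = inhibition above a per-plate limit, mean inhibition of low control wells plus 3 SD, cut at about 25% in these data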;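 note: 0% = DMSO wells with enzyme and 100% = wells lacking Arfgap1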
#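 Material: rat Arfgap1 catalytic domain, aa 1-136; also added: human ARF1(Δ1-17)-GTP substrate; compound dosing: one concentration, 16.5 µM, DMSO 1.26%; incubation: GTP hydrolysis reaction 2 h at 25 °C; measured by: Tracer-displacement fluorescence polarization with EDTA stop, 620/688 nm; evaluation: % inhibition from polarization; repeats: one replicate per compound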
# ASAP1 GAP inh = blocks human ASAP1-stimulated Arf1 GTP hydrolysis; inhibition, % at 16.5 µM; 360,000 tested, 0.19% active; AID 624377; GDP FP detection; Q9ULH1; in the data active = inhibition above about 25%;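 note: 0% = vehicle with enzyme and substrate and 100% = no enzyme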
# TDP2 inh = blocks human TDP2 phosphodiesterase activity; recombinant TDP2, T5PNP hydrolysis, p-nitrophenol absorbance 415 nm; inhibition, % at 12.8 µM; 370,000 tested, 0.34% active; AID 720702;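 active = inhibition above the mean of all tested compounds plus 3 SD, set per campaign, cut at about 25% in these data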;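 note: 0% = DMSO with enzyme and 100% = buffer with substrate but no TDP2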
#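 Material: recombinant human TDP2; quantity: TDP2 enzyme at 120 nM final; medium: Tris-HCl pH 7.5 with MgCl2; compound: single concentration, 12.8 µM nominal, with 1% DMSO; incubation: 2 h enzyme incubation at 37 °C; signal: epi absorbance; measure: percent inhibition; benchmarks: high control without enzyme, low control DMSO plus TDP2; repeats: singlicate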
# ADAM10 inh = inhibitors of human ADAM10; O14672; recombinant ADAM10, EDANS/DABCYL FRET peptide cleavage, 3 h; inhibition, % at 7 µM; 370,000 tested, 0.62% active; AID 720582;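 active = inhibition above a per-campaign cutoff equal to the mean of compounds falling between control-based bounds plus 3 SD, cut at about 20% in these data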;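 note: 0% = DMSO wells while the 100% control is not disclosed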
# SIAE inh = blocks human sialic acid acetylesterase | SIAE FP-Rh probe binding, fluorescence polarization | inhibition, % at 9.66 µM | 370,000 tested, 0.69% active;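 active = inhibition above a cutoff: mean of compounds within the control limits plus 3 SD of those, cut at about 17% in these data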;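 note: 0% = plate median of compound wells and 100% = probe without SIAE protein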
# PLCb3 inh = PLC-beta3 (human) inhibition, primary screen; Q01970; Purified PLC-beta3, fluorogenic substrate, fluorescence; inhibition, % at 12.2 µM; 370,000 tested, 0.18% active; AID 720704; in the data active = inhibition above about 11%;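 note: 0% = median of compound wells on plate and 100% = full blocker control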
# Target sequence (Q01970 whole entry, looked up): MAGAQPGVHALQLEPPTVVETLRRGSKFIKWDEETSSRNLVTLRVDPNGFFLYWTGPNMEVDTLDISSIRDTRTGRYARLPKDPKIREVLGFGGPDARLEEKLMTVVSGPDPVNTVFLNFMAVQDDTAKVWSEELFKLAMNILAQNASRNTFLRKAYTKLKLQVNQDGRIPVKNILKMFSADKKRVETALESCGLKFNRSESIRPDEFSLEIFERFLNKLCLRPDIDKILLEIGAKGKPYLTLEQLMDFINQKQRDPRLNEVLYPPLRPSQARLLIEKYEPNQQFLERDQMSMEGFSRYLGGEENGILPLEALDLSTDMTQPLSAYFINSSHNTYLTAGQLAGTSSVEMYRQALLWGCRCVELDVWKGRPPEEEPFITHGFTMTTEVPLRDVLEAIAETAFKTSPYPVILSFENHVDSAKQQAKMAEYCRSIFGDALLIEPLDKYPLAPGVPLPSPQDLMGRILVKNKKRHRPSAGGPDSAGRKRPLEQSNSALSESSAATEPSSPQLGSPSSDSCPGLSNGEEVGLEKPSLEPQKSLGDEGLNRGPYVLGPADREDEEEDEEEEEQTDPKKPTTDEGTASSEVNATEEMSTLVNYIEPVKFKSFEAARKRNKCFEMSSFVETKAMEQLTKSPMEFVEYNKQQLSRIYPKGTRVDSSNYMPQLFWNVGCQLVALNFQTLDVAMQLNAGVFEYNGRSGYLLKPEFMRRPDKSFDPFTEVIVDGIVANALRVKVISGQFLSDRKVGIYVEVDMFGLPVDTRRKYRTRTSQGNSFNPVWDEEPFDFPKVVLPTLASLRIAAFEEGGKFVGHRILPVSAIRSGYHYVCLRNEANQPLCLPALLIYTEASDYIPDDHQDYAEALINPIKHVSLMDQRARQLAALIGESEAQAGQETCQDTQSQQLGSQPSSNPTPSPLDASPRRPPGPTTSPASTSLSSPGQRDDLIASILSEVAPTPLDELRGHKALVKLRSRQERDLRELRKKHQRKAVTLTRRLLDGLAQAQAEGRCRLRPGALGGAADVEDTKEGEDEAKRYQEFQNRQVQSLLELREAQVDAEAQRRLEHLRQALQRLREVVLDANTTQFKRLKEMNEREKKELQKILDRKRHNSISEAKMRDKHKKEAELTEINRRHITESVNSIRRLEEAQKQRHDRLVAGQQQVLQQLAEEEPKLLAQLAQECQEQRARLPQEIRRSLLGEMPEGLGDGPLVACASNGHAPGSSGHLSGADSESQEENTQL
# Active calls of the source: *; i = inactive.
SMILES,Tn6 DDE FP,ADAM17 inh,Tn7 DDE FP,PLCg1 inh,ARFGAP1 inhibitor,ASAP1 GAP inh,TDP2 inh,ADAM10 inh,SIAE inh,PLCb3 inh
COc1cc2c(cc1OC)CN(Cc1ccccc1)CC2,1.0,-11.1,2.4,-31.0,-12.0,4.1,8.8,-24.9,0.1,-41.8
Cc1ccc(Cc2c(-c3ccc(F)cc3)nc3ccc(Cl)cn23)cc1,4.6,-5.7,9.7,-15.4,-11.2,-9.8,-0.4,-32.1,2.4,-21.8
CN(Cc1cccc(F)c1)C(=O)c1cc(S(=O)(=O)N2CCOCC2)ccc1N1CCCC1,3.9,0.2,-4.1,-1.2,2.0,3.6,-7.8,3.3,-4.6,-3.7
Cc1ccc(S(=O)(=O)N2CCOCC2)cc1C(=O)OCC(=O)Nc1ccc2[nH]c(=O)[nH]c2c1,5.2,0.7,0.8,0.5,-9.1,-5.2,-2.5,-8.4,1.1,-4.1
C/C(=C\c1ccccc1)CN1CCC(C(=O)N2CCC(C)CC2)CC1,-9.5,-5.0,-1.6,-4.4,2.1,-6.6,4.1,4.0,1.8,-4.1
COc1cc(/C=C2/SC(=S)N(c3ccccc3)C2=O)ccc1Oc1nc(N2CCOCC2)nc(N2CCOCC2)n1,-7.0,2.4,3.1,-3.2,18.8,4.3,8.3,3.0,-4.8,-3.5
O=C(CSc1ccccc1)NC1CCCCCC1,-8.2,-4.5,0.5,0.6,-6.1,1.8,5.6,-12.0,4.3,-3.6
CC(=O)N1N=C(c2ccccc2)OC12CCCC2,3.9,0.6,3.1,-1.3,-10.5,20.6,8.8,-0.8,4.8,-0.1
Cc1ccc(SCCN2CCC(NC(=O)OCc3ccccc3)CCC2=O)cc1 (configuration not stated),11.6,-1.4,3.4,0.8,-1.5,-8.2,-0.2,2.1,2.8,-1.4
CCc1noc(C)c1C(=O)NNC(=O)c1nn(CC)c(=O)c2ccccc12,-3.7,1.6,-7.3,2.0,0.0,-2.9,-5.8,-23.0,1.8,2.3
Cc1ccc2nnc(Cl)n2n1,6.6,-5.2,-3.3,1.9,6.8,-21.4,-5.5,-10.5,-3.0,-4.6
Cc1ccc(S(=O)(=O)N2CCCC2C(=O)O)s1 (configuration not stated),-0.7,-3.4,-2.4,-1.0,-10.1,-10.8,4.9,-5.8,5.2,3.2
COc1ccc(C(=O)NC(=O)COC(=O)C2CC2C)cc1 (configuration not stated),-3.7,-3.5,1.1,-0.6,-11.2,-1.8,5.1,-8.2,7.6,-7.8
Cc1nc(-c2cccc(Br)c2)ccc1C(=O)O,-4.8,-7.1,5.2,1.6,-0.4,-2.5,-4.0,-4.7,1.3,-9.2
CC(=O)N(C(C)=O)c1ncc2c([nH]c3ccccc32)c1C#N,1.3,-88.5,6.8,-161.5,8.9,15.4,-3.5,-283.5,4.4,-224.5
O=C(NCCCCc1ccccc1)C1CC(c2ccc(C(F)(F)F)cc2)=NO1 (configuration not stated),9.3,-1.6,4.8,0.1,-1.6,1.0,3.6,-0.5,-3.4,-0.5
Cc1ccc(-n2c(C)c(C)c3c(NCCN(C)C)ncnc32)cc1,-3.4,-1.2,3.0,8.9,11.0,-6.5,-0.4,8.0,12.0,-1.2
Cc1ccc(NC2=C(Cl)C(=O)OC2OC(=O)c2ccccc2C)cc1 (configuration not stated),-11.2,4.2,-1.6,-2.6,4.9,20.5,1.9,7.4,-6.1,-5.9
OCCNc1nc(N2CCN(c3ccccc3)CC2)nc2ccccc12,-0.1,-0.8,-0.3,-1.7,-4.3,2.6,12.7,-3.8,3.5,-8.2
COc1cccc(C(C)NC(=O)c2c(F)cccc2Cl)c1 (configuration not stated),-0.8,-2.6,2.5,1.7,10.7,-8.7,12.9,-1.1,6.8,-0.6
FC(F)(F)c1cc(Cl)c2nc(-c3cccc(Cl)c3)c(Cc3cccc(Cl)c3)n2c1,-3.6,0.2,0.2,-1.3,3.6,-0.1,5.4,8.0,-1.2,-0.5
Cc1ccc(Nc2nc(Oc3ccc(OCc4ccccc4)nn3)nc(N3CCOCC3)n2)cc1,3.1,-1.1,-2.9,0.0,-7.4,-5.0,11.0,0.4,-2.8,-0.1
O=C1CC2c3cc(-c4cc5ccccc5o4)ccc3CCN2C(=O)CN1Cc1ccccc1 (configuration not stated),1.5,-4.0,4.9,-3.6,-2.4,16.1,0.2,-27.0,-5.1,-7.1
CNC(=O)Nc1cc(C(C)(C)C)no1,-2.1,-3.0,11.3,-0.1,-11.7,1.9,-1.2,0.5,-4.4,1.5

# As a working copy, part of the list above.
SMILES,Tn6 DDE FP,ADAM17 inh,Tn7 DDE FP,PLCg1 inh,ARFGAP1 inhibitor,ASAP1 GAP inh,TDP2 inh,ADAM10 inh,SIAE inh,PLCb3 inh
COc1cc2c(cc1OC)CN(Cc1ccccc1)CC2,1.0,-11.1,2.4,-31.0,-12.0,4.1,8.8,-24.9,0.1,-41.8
Cc1ccc(Cc2c(-c3ccc(F)cc3)nc3ccc(Cl)cn23)cc1,4.6,-5.7,9.7,-15.4,-11.2,-9.8,-0.4,-32.1,2.4,-21.8
CN(Cc1cccc(F)c1)C(=O)c1cc(S(=O)(=O)N2CCOCC2)ccc1N1CCCC1,3.9,0.2,-4.1,-1.2,2.0,3.6,-7.8,3.3,-4.6,-3.7
Cc1ccc(S(=O)(=O)N2CCOCC2)cc1C(=O)OCC(=O)Nc1ccc2[nH]c(=O)[nH]c2c1,5.2,0.7,0.8,0.5,-9.1,-5.2,-2.5,-8.4,1.1,-4.1
C/C(=C\c1ccccc1)CN1CCC(C(=O)N2CCC(C)CC2)CC1,-9.5,-5.0,-1.6,-4.4,2.1,-6.6,4.1,4.0,1.8,-4.1
COc1cc(/C=C2/SC(=S)N(c3ccccc3)C2=O)ccc1Oc1nc(N2CCOCC2)nc(N2CCOCC2)n1,-7.0,2.4,3.1,-3.2,18.8,4.3,8.3,3.0,-4.8,-3.5

# Whole records, quoted from the list. Order of values: Tn6 DDE FP	ADAM17 inh	Tn7 DDE FP	PLCg1 inh	ARFGAP1 inhibitor	ASAP1 GAP inh	TDP2 inh	ADAM10 inh	SIAE inh	PLCb3 inh
# C/C(=C\c1ccccc1)CN1CCC(C(=O)N2CCC(C)CC2)CC1 reads -9.5	-5.0	-1.6	-4.4	2.1	-6.6	4.1	4.0	1.8	-4.1
# Cc1ccc(S(=O)(=O)N2CCCC2C(=O)O)s1 (configuration not stated) reads -0.7	-3.4	-2.4	-1.0	-10.1	-10.8	4.9	-5.8	5.2	3.2
# CNC(=O)Nc1cc(C(C)(C)C)no1 reads -2.1	-3.0	11.3	-0.1	-11.7	1.9	-1.2	0.5	-4.4	1.5

# Remaining list, next part
SMILES,Tn6 DDE FP,ADAM17 inh,Tn7 DDE FP,PLCg1 inh,ARFGAP1 inhibitor,ASAP1 GAP inh,TDP2 inh,ADAM10 inh,SIAE inh,PLCb3 inh
CCCC(C)NS(=O)(=O)c1ccc(OC)c(C)c1 (configuration not stated),-18.1,-2.0,-0.9,5.0,7.7,7.4,-6.2,8.4,-8.3,-2.6
O=C(Cn1nc(Cl)nc1Cl)Nc1ccccc1,2.8,-5.8,1.3,-0.3,7.7,0.4,0.3,7.7,8.9,-2.1
CCOC(=O)C1CCN(C(=O)CCc2nc3sc4c(c3c(=O)[nH]2)CCCC4)CC1,-6.8,-8.4,5.0,-29.7,-8.0,10.8,-1.4,-19.9,-5.1,-29.7
O=C(CSc1nc(O)cc(=O)n1-c1ccccc1)NC1CCCCC1,-1.8,2.4,-7.1,2.1,5.2,-2.5,-13.1,12.4,-6.6,-0.6
COCC(=O)n1nc(NCc2ccc(OC)cc2)nc1NCc1ccc(OC)cc1,1.2,3.6,-6.0,-2.0,0.0,1.0,-11.3,4.0,-0.8,1.4
CC1CCCN(S(=O)(=O)c2ccc(NC(=O)CNC3CCCC3)cc2)C1 (configuration not stated),-3.7,-5.0,6.0,-2.0,-3.0,9.9,0.4,5.0,-7.7,-5.6
c1cnc2nc(CSc3ncn[nH]3)cn2c1,-2.9,-261.3,-1.4,-330.9,-2.6,-6.8,0.3,i,0.2,-367.7
COC(=O)c1ccc(OCCCCN2CC(C)OC(C)C2)cc1 (configuration not stated),2.3,-0.9,-4.1,3.1,5.6,-5.7,-7.6,-5.3,1.5,2.3
COc1ccc(/C=N/NC(=O)c2ccn[nH]2)cc1COc1ccc(Cl)cc1Cl,-10.8,3.0,-3.4,-0.1,8.0,2.8,-13.0,20.6*,-88.5,-3.5
O=C(OCc1nc2ccsc2c(=O)[nH]1)c1cc(Br)c(Br)s1,-0.3,-5.0,3.9,-2.4,-6.1,5.8,-0.7,-7.2,-8.1,-5.2
Cc1ccc(C2/C(=C(\O)c3ccc4c(c3)OCCO4)C(=O)C(=O)N2CC2CCCO2)cc1 (configuration not stated),2.2,-2.0,2.3,-0.8,1.3,-6.2,2.3,-7.6,3.9,-8.0
Cc1ccc(-c2ccc(OCC(=O)N3CCOCC3)cc2)cc1,-4.4,0.1,-0.9,-0.4,-10.6,-1.8,8.1,2.4,-1.6,-1.2
O=C(Nc1ccc(S(=O)(=O)Nc2nccs2)cc1)c1cccc(F)c1,9.7,-0.2,0.5,4.7,10.5,2.5,5.6,-0.6,-5.9,-0.3
CC(=O)OCC1OC(OC(C)=O)C(NC(=O)Cc2ccccc2)C(OC(C)=O)C1OC(C)=O (configuration not stated),-1.1,-3.6,-2.5,-0.3,7.4,-4.5,2.5,-3.6,-3.1,-0.5
Cc1cc(=O)n2nc(N3CCCC3C(=O)NCCCN3CC(C)CC(C)C3)sc2n1 (configuration not stated),-0.2,-3.6,-1.2,-0.5,4.0,-1.6,2.9,-13.2,-1.6,4.0
COC(=O)Nc1ccc(S(=O)(=O)N2CCC(C(=O)N3CCCCC3C)CC2)cc1 (configuration not stated),-7.8,-2.8,-3.2,4.9,4.9,5.0,-6.5,-10.4,-6.5,-6.0
CSc1ccccc1OCc1cc(C(=O)N(C)Cc2nonc2C)no1,1.6,2.7,4.2,0.4,-3.3,-11.7,-6.3,-0.5,-1.1,-5.8
C[n+]1ccccc1/C=C1\Sc2ccccc2N1CCO,-2.0,-0.6,0.5,6.5,-0.5,9.7,-22.7,2.7,5.2,-6.8

# Rows are unselected. Share with any hit: about 3.6%.
